Bioassay records from PubChem.
LmPK inh = blocks Leishmania mexicana pyruvate kinase activity; Potency, µM (highest dose often 57.5 µM), for the others: at the top dose activity change, negative = inhibition, actives largely listed as inhibitors; Q27686; 0.37% of 290,000 active; purified LmPK, Kinase-Glo ATP luminescence, 1 h; note: potency is the fitted concentration of half-maximal effect; % is set by controls: 0 for no effect and ±100 for the full control effect
Target sequence (Q27686 whole entry, looked up): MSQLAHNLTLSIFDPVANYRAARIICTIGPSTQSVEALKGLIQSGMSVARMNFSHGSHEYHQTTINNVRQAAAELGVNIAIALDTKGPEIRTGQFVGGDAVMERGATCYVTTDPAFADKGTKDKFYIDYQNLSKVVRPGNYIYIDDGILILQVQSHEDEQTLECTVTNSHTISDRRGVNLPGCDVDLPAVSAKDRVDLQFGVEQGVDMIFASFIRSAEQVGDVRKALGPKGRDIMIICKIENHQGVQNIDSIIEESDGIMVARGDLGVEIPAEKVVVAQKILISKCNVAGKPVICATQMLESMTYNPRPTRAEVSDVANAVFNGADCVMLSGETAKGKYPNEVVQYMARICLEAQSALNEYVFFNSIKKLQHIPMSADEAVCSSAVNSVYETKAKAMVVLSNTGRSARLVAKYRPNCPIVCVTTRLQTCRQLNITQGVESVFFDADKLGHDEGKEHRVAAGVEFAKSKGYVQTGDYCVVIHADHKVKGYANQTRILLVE
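Purified LmPK (0.1 nM) with 0.5 mM PEP and 0.1 mM ADP in imidazole buffer pH 7.2 with MgCl2/KCl, 1 h at room temperature. ATP formed was read by luciferase luminescence and normalized to no-enzyme and uninhibited controls.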
AmpC no deterg = blocks E. coli AmpC beta-lactamase in detergent-free assay | AID 485341 | 0.52% of 330,000 active | AmpC nitrocefin hydrolysis, absorbance 480 nm, 0.0001% Triton | Potency, µM (top dose mostly 57.1 µM), without a hit: at the top dose activity change, negative = inhibition, most hits filed as inhibitors | P00811;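 note: potency is the fitted concentration of half-maximal effect; plate controls were no compound for no effect and no enzyme for full effect; nearly all actives have a fitted effect of over 20% in size; some results filed as inactive show a strong effect at the top dose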
Target sequence (P00811 whole entry, looked up): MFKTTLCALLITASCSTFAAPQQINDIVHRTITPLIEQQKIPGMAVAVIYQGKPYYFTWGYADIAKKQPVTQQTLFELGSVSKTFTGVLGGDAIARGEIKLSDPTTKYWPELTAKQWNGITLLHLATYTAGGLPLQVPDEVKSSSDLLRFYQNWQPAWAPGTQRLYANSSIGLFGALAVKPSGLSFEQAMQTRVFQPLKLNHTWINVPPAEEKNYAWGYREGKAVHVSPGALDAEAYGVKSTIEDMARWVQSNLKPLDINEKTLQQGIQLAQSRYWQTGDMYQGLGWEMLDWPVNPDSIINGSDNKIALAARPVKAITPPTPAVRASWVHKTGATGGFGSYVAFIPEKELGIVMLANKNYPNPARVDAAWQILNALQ
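AmpC (5.3 nM in the dispensed reagent) in 20 mM phosphate pH 7.0 with 0.01% (detergent screen) or 0.0001% Triton X-100 was preincubated with compounds for 15 min at room temperature. Nitrocefin was then added from an 800 uM solution, and hydrolysis was followed at 480 nm.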
TbPYK inhibitor = T. brucei pyruvate kinase inhibition | Potency, µM (top dose mostly 76.8 µM), for inactives: at the top dose activity, negative = inhibition, usual class: inhibitors | AID 624173 | Q57TT1 | 0.12% of 410,000 active | TbPYK enzyme, Kinase-Glo Plus ATP luminescence, 45 min; note: potency is the fitted concentration of half-maximal effect; % is set by controls: 0 for no effect and ±100 for the full control effect; nearly all actives have a fitted effect of over 50% in size
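T. brucei PYK with substrate was exposed to pin-transferred compounds across a concentration series, then started with 130 uM ADP (final). After 45 min at room temperature, Kinase-Glo Plus luminescence was read, normalized and curve-fitted.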
CHX counter = counter-screen hit for Shiga toxin inhibitors, cycloheximide. AID 2314. max response, %. 12% of 300,000 active. cell reporter, cycloheximide protein synthesis inhibition counterscreen; in the data active = max response mostly above about 13%, no sharp cut-off; inactive = mostly below about 14%; note: read at 38.3 µM for the half of the compounds with a filed dose; 0% is about no effect
Pf growth 48h = inhibits P. falciparum growth in the first generation, 48 h; P. falciparum luciferase growth in erythrocytes, 48 h; Potency, µM (top dose mostly 28.7 µM), without a hit: at the highest dose activity change, negative = inhibition, actives largely listed as inhibitors; 5.9% of 310,000 active; note: potency is the fitted concentration of half-maximal effect; % is set by controls: 0 for no effect and ±100 for the full control effect
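First compound was added to culture medium, then infected red cells at 0.1% parasitemia and 2% hematocrit (final). After incubation at 37 C under 5% CO2, luciferase detection reagent was dispensed and light output recorded.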
Pf growth 96h = P. falciparum growth inhibition at 96 hour, primary screen for plastid delayed-death inhibitors; P. falciparum luciferase reporter growth, 96 h; 6.9% of 320,000 active; AID 504834; Potency, µM (doses to about 28.7 µM), for the others: at the highest dose activity change, negative = inhibition, hits mostly inhibitors; note: potency is the fitted concentration of half-maximal effect; % is set by controls: 0 for no effect and ±100 for the full control effect
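Erythrocytes infected with luciferase-expressing P. falciparum were dispensed at 2% hematocrit and 0.05% parasitemia (final), then incubated with compounds 96 hours at 37 C in 5% CO2. Luminescence after detection reagent addition reported growth.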
Shiga toxin inh = Shiga toxin inhibition; inhibition, % at 38.7 µM; 9.2% of 290,000 active; Vero cells, Shiga toxin protein synthesis inhibition reporter; in the data active = inhibition mostly above about 28%, no sharp cut-off; inactive = mostly below about 43%; note: 0% is about no effect
An asterisk follows results filed as active; ? = inconclusive; . = not tested or not shown; [ ] = dose if it differs, or a comment. Unless noted, calls come from the whole dose curve; as a rule, active = well fitted curve in the direction sought with a large enough effect; inconclusive = small, poorly fitted or top-dose-only effect, or another doubt; inactive = no such curve, though single readings can be large; an effect the other way counts as inactive or inconclusive.

The line under a structure holds: LmPK inh	AmpC no deterg	TbPYK inhibitor	CHX counter	Pf growth 48h	Pf growth 96h	Shiga toxin inh
O=C(CSc1nc2ccccc2o1)N1CCN(S(=O)(=O)c2ccc3ccccc3c2)CC1
→ 1.6%	3.1%	0.3%	-2.6	-28.8%	?	-1.9
Cc1cc(C)cc(C(=O)Nc2ccc(NC(=O)c3cccs3)cc2)c1
→ 1.7%	?	3.9%	-1.1	?	3.7%	10.4
CN1CCN(C(=O)CCn2c(=O)c3cccn3c3cccnc32)CC1
→ 9.2%	-8.1%	2.5%	-1.9	33.5%[activator]	13.1µM*	-9.8
COc1ccccc1NCc1cc(=O)oc2c(C)c(O)ccc12
→ 1.0%	-33.3%	-1.2%	-5.7	1.65µM*	1.85µM*	28.4
Cc1ccc(NC(=O)CN2c3cccc4cccc(c34)S2(=O)=O)cc1S(=O)(=O)N1CCOCC1
→ 0.0%	-27.8%	-9.5%	0.8	?	9.28µM*	-7.5
Cn1c(Cc2cccc3ccccc23)nnc1SCC(=O)N1CCN(c2cccc(Cl)c2)CC1
→ 2.8%	131.6%[activator]	1.6%	-3.1	?	.	19.9
CCOC(=O)/C=C(\C)Nc1cc(C)nn1-c1ccccc1
→ 1.9%	3.1%	3.7%	3.4	-4.5%	?	9.3
COc1ccc(C(F)(F)F)cc1N/C=C/c1nnnn1-c1ccc(C)cc1
→ -1.2%	-29.4%	-8.2%	8.7	?	?	-8.8
COc1ccc(CCC(=O)NCCOc2ccc(Cl)cc2)cc1
→ -7.5%	24.5%	0.4%	31.7*	-0.4%	18.6%	40.2
COc1cccc(-c2cc(C(F)(F)F)nc(N3CCCCC3)n2)c1
→ -0.8%	-25.0%	10.9%	7.3	?	.	7.3
Cc1cc(C=C2C(=O)c3ccccc3C2=O)c(C)n1-c1ccccc1
→ -25.0%	-33.1%	-3.8%	51.5*	11.7%	-32.7%	118.2*
CCOC(=O)N1CCN(C(=O)c2cc(-c3ccc(OCC)cc3)nc3ccccc23)CC1
→ -1.6%	83.5%[activator]	-5.7%	37.3*	26.8%	3.7µM*	65.8*
COCCNC(=O)c1cc(-c2cccs2)on1
→ 0.4%	6.31µM*	2.7%	34.1*	108.5%[activator]	10.8%	100.6*
C/C(=N\Nc1c([N+](=O)[O-])c(C)nn1C)c1ccc(F)cc1F
→ -6.4%	-11.7%	0.5%	37.3	?	-38.9%	2.8
COc1ccc(Cl)cc1NC(=S)NCc1cccnc1
→ 4.8%	-3.6%	-5.6%	-0.8	30.5%[activator][5.75 µM]	?	13.9
On1nnc2c3ccccc3c3ccccc3c21
→ -5.8%	-17.8%	-5.9%	-1.4	23.6%	23.9%	-5.6
COc1ccccc1NS(=O)(=O)c1cc(NC(=O)c2[nH]c(C)c(C(C)=O)c2C)ccc1N1CCOCC1
→ 4.3%	0.7%	5.1%	-4.9	7.38µM*	?	-7.6
COc1ccc(C(=O)NC(=S)N(C)Cc2ccccc2)cc1Br
→ 2.8%	-9.2%	-10.7%	13.2	?	28.8%	-4.8
CNC(=O)Oc1ccc2c(c1)C(=O)c1ccccc1CO2
→ -4.9%	-23.7%	1.2%	15.5*	.	47.5%[activator]	61.7
CCCCNC(=O)c1c(CSc2ccccc2)noc1C(=O)NCc1ccccc1
→ 8.6%	-39.0%	2.5%	-4.8	?	?	-18.1
CNC(=O)/C(C#N)=C/c1c(N2CC(C)OC(C)C2)nc2ccccn2c1=O (centres undefined)
→ -1.5%	-0.3%	3.6%	-1.8	9.9%	?	-13.9
Cc1ccc(-n2cnc3scc(-c4cccs4)c3c2=O)cc1
→ 0.2%	-23.9%	1.0%	-1.6	?	47.8%[activator]	6.6
CN(C)c1ncc([N+](=O)[O-])cc1C(F)(F)F
→ -6.1%	-6.6%	-1.0%	4.5	0.738µM*	38.3%[activator]	10.5
COc1cc(/C=C(/C#N)C(=O)NCc2ccccc2)cc(OC)c1OC
→ 0.3%	44.2%	3.2%	-3.2	?	?	-11.3
CCCCN1C(=O)NC2NC(=O)NC21 (centres undefined)
→ -3.7%	-6.2%	-2.9%	5.1	30.6%[activator]	-20.7%	-2.5
CC1(C)CC(O)(CNCc2ccc3c(c2)OCO3)CCO1 (centres undefined)
→ -3.5%	-28.1%	3.8%	5.6	40.2%[activator]	?	-7.4
CCc1nc2nc(C)c(NS(=O)(=O)c3ccc(Cl)s3)c(=O)n2[nH]1
→ -2.0%	-5.5%	-1.4%	-2.6	?	?	-6.1
O=C(CC1Sc2ccccc2NC1=O)Nc1cccc(-c2nnc3n2CCCCC3)c1 (centres undefined)
→ 2.9%	-11.3%	2.1%	13.0	9.28µM*	13.1µM*	96.5*
O=C(CNS(=O)(=O)c1ccccc1)NCc1ccccn1
→ -3.8%	-15.1%	-0.2%	-0.5	16.4%	21.4%	-0.8
O=C(N/N=C/c1ccc2c(c1)OCO2)C1CC1
→ -7.9%	-10.9%	3.1%	36.9*	107.7%[activator]	96.4%[activator]	48.8*

One compound at a time, as listed above.
Cn1c(Cc2cccc3ccccc23)nnc1SCC(=O)N1CCN(c2cccc(Cl)c2)CC1 is listed with LmPK inh = 2.8%; AmpC no deterg = 131.6%[activator]; TbPYK inhibitor = 1.6%; CHX counter = -3.1; Pf growth 48h = ?; Pf growth 96h = .; Shiga toxin inh = 19.9
Cc1cc(C=C2C(=O)c3ccccc3C2=O)c(C)n1-c1ccccc1 is listed with LmPK inh = -25.0%; AmpC no deterg = -33.1%; TbPYK inhibitor = -3.8%; CHX counter = 51.5*; Pf growth 48h = 11.7%; Pf growth 96h = -32.7%; Shiga toxin inh = 118.2*

(next part)
The line under a structure holds: LmPK inh	AmpC no deterg	TbPYK inhibitor	CHX counter	Pf growth 48h	Pf growth 96h	Shiga toxin inh
O=C(CCc1nc2ccccc2c(=O)[nH]1)NCc1cccc(Cl)c1
→ -2.6%	-16.2%	-0.7%	1.2	19.6%	.	-6.3
CCOC1=NC(C(=O)O)c2ccccc2/C(=C(/C)Cl)N1 (centres undefined)
→ 0.6%	-20.2%	8.3%	6.5	7.7%	?	-11.7
C=CCN1C(=O)C2C(C(=O)NC)C3C=CC2(O3)C1C(=O)NCc1ccc(OC)cc1 (centres undefined)
→ 1.2%	-21.6%	-0.7%	-5.5	-1.3%	.	-6.9
COC(=O)/C(=C\Nc1ccc(Oc2ccc(F)cc2F)nc1)NC(=O)c1ccccc1
→ 7.9%	-0.5%	-14.0%	6.7	3.4%	61.2%[activator]	18.9
Cc1ccc(C(=O)Nc2cccnc2)cc1NC(=O)c1ccco1
→ -8.6%	-12.8%	6.0%	-1.1	20.5%	.	34.9
Cc1ccc(CNC(=O)COc2ccc(S(=O)(=O)NC(C)C)cc2)cc1
→ 2.1%	-1.6%	9.4%	-0.7	.	-1.2%	-14.6
Cc1cccc(C)c1Nc1nnc(SCC(=O)c2ccc3c(c2)NC(=O)CO3)s1
→ 3.0%	25.1µM*	0.2%	-2.6	-6.4%	?	20.2
COc1ccc2nc(NC(=O)NC3CCCCC3)sc2c1
→ 5.9%	-37.7%	-0.8%	47.7*	16.1%	38.7%[activator]	96.4*
O=c1c2cnn(-c3ccccc3Cl)c2ncn1Cc1cccnc1
→ -1.5%	-3.9%	2.0%	-2.7	?	13.1µM*	-16.6
CCOc1cc2sc(N3CCC(C(=O)Nc4ccc(C)cc4)CC3)nc2cc1Br
→ .	.	-18.0%	55.0*	.	.	148.8*
COC(=O)C1=C(c2ccc(F)cc2F)C[C@@H]2CC[C@H]1N2C(=O)NC1Cc2ccccc2C1
→ .	8.8%	-7.1%	.	-22.0%	?	.
Cc1cccc(N2CCN(C(=O)CCS(=O)(=O)c3ccc4c(c3)NC(=O)C(C)S4)CC2)c1C (centres undefined)
→ 2.1%	7.1%	0.4%	-1.4	?	9.1%	-11.3
CS(=O)(=O)c1sc(C(=O)NC(=O)Nc2cccc(C(F)(F)F)c2)c2c1C=CCC2
→ 0.4%	-2.3%	-0.6%	-2.0	2.33µM*	13.7%	-4.4
O=C(/C=C/c1ccc2c(c1)OCO2)N1CCN(c2ccc(Cl)cc2)CC1
→ -0.3%	-15.1%	-0.7%	-2.4	31.7%[activator]	-2.5%	-3.4
O=C(N/N=C\c1ccc([N+](=O)[O-])o1)C1COc2ccccc2O1 (centres undefined)
→ 3.2%	-33.6%	7.7%	22.5*	?	-18.2%	66.9*
Cc1ccc(CS(=O)(=O)Cc2ccc(C(=O)NCc3cccnc3)o2)cc1
→ -0.3%	9.0%	-11.6%	2.0	-10.6%	16.4%	-2.0
CC(=O)c1ccc(N2CCN(C(=S)NCCCN(C)C)CC2)cc1
→ -1.5%	-5.3%	-0.3%	-2.0	?	?	15.0
COc1ccc(CCNc2nnc(Sc3nnnn3-c3ccccc3)s2)cc1OC
→ 4.8%	-8.1%	-0.4%	-0.8	?	.	-9.1
COc1ccc(-c2cc(C(=O)Nc3ccc(F)cc3F)no2)cc1
→ 1.7%	-10.4%	1.5%	-0.6	.	?	1.3
COc1cccc(NC(=O)COc2cccc3c2CCNC3=O)c1
→ .	-12.3%	-0.6%	.	-3.7%	?	.
O=C(Nc1cccc(-n2cnnn2)c1)c1ccco1
→ -2.5%	-24.0%	-10.0%	10.4	42.5%[activator]	.	43.1
O=C(CN1C(=O)c2ccccc2S1(=O)=O)NCCC1=CCCCC1
→ 1.3%	-15.8%	3.0%	14.9	66.8%[activator]	.	7.8
CCc1ccccc1S(=O)(=O)Cc1ccc(C(=O)N2CCN(c3ccccn3)CC2)o1
→ 1.1%	28.2%	0.4%	-1.9	.	9.28µM*	2.6
O=C(/C=C/c1ccccc1Cl)NNC(=O)c1cccs1
→ -0.6%	-33.9%	0.1%	32.0*	1.3%	17.8%	46.2
CCc1ccc2c(CN3CCN(S(=O)(=O)c4ccc5c(c4)OCCO5)CC3)cc(=O)oc2c1
→ 2.2%	-13.8%	-0.2%	3.1	9.28µM*	?	-5.7
O=c1cnc2cc([N+](=O)[O-])ccc2[nH]1
→ 0.1%	-11.6%	-1.8%	-3.8	16.0%	1.4%	-4.3
COC(=O)NNC(=O)COc1ccc(Cl)cc1
→ -1.9%	-1.6%	1.0%	-2.0	3.4%	-0.6%	-27.1
CCOC(=O)CN(C)S(=O)(=O)c1ccc(-c2cc(C(=O)OC)sc2C(F)(F)F)cc1
→ 8.2%	73.9%[activator]	2.4%	4.8	7.3%	9.2%	19.1
CCOc1ccc(C2C(C#N)=C(N)N(N(C)C)C3=C2C(=O)CCC3)cc1 (centres undefined)
→ -11.1%	-19.3%	0.3%	0.7	-4.2%	59.0%[activator]	-5.9
Cc1ccc(N2CCN(C(=O)c3cccc([N+](=O)[O-])c3)CC2)cc1Cl
→ 1.1%	-7.5%[2.29 µM]	-2.9%	-5.1	-7.8%	57.8%	-3.8
Cc1ccc(NC2CC(=O)N(c3ccc(N4CCCCC4)cc3)C2=O)cc1 (centres undefined)
→ 1.2%	-47.2%	-1.2%	1.0	3.8%	1.65µM*	15.0

Compounds were not picked by outcome; 22% or so of the library scored in one or more.
